From PubChem BioAssay
M17LAP inhibition: P. falciparum M17LAP inhibitors, primary screen, biochemical, fluorogenic H-Leu-NHMec substrate, 1536-well (AID 1619). recombinant M17LAP, H-Leu-NHMec fluorogenic kinetic assay; higher % means a stronger effect. one-dose inhibition, % at 30 µM; IC50 in µM for titrated hits. hit rate 0.38% among 220,000;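 active means compound inhibiting the enzyme by more than half at any dose during confirmatory dose-response retesting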;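 further: plate controls were full reaction with DMSO carrier for no effect and no enzyme background for full effect; strong numbers were not always called active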
Dynein cargo inh: dynein cargo transport inhibition | z-score, hits read low | hit rate 0.47% among 220,000 | 3617.4 mouse cells, GR-EGFP nuclear translocation imaging; test concentration mostly 20 µM; stimulated with dexamethasone, 1 µM; hits give low values | AID 1381;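 active means plate z-score of nuclear minus cytoplasmic receptor signal below a set negative limit, without overly bright fluorescence or cell loss, cut at about -3.5 in these data, passing the limit was not always enough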;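 further: z-score of nuclear minus cytoplasmic ring GR-EGFP intensity difference per well; some compounds called inactive have numbers as strong as hits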
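Buffer or medium: tet-free, stripped-serum medium; Also added: dexamethasone, 1.0 µM final; Technique: high-content fluorescence imaging after fixation; Times: 48 h induction, 1 h compound, 30 min dex at 37 °C; Read-out: per-cell GR-EGFP intensity, nucleus versus surrounding cytoplasmic ring, well-averaged.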
ER stress rescue: rescue of cells from ER stress-induced death, primary screen, 384-well, CSM14.1, thapsigargin, ATP luminescence (AID 1222); CSM14.1 thapsigargin-induced death rescue, ATP luminescence; higher % means a stronger effect; cellular ATP content (survival), % at 20 µM, or EC50 in µM where a hit was titrated; 190,000 tested, under 10 active;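 active means EC50 below 50 µM in the dose-response confirmation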;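 further: death triggered by thapsigargin at about 15 µM added after 2 h compound pretreatment; cell ATP read after overnight thapsigargin exposure of roughly 18 to 22 hours; normalized against plate controls of thapsigargin alone and 5% DMSO vehicle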
Autophagy HCS: autophagy modulation, high-content screen. MEF GFP-LC3 puncta imaging; test concentration mostly 10 µM. hit rate 0.98% among 190,000. AID 463193. calls only at 10 µM (by protocol);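 active means percentage of spot-positive cells more than 3 SD above its plate mean, without a fluorescence outlier flag or 80% toxicity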;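 further: spot-positive cell cutoff set from DMSO-treated cells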
b-catenin transl: alters nuclear translocation of beta-catenin in HeLa cells; hit rate 0.3% among 190,000; nuclear translocation activity, % at 5 µM; immunofluorescence imaging;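 active means nuclear translocation activity above 50% at 5 µM, with a well cell count of 50 or more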;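 further: per-cell ratio of nuclear to cytoplasmic median beta-catenin stain intensity; plate controls were DMSO negative control for no effect and GSK-3 inhibitor IX positive control for full effect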
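System: Human HeLa cells, endogenous beta-catenin | Compound dosing: 5 µM primary, 0.02–20 µM confirmation | Timing: 24 h compound exposure at 37°C, 5% CO2 | Measured by: Fluorescence imaging of beta-catenin antibody stain plus DAPI | Read-out basis: % activation of per-cell nuclear versus cytoplasmic median beta-catenin signal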
UTI89 phage lysis: protection from phage-mediated lysis, alamar blue read-out – E. coli UTI89, K1F phage, bacterial capsule biogenesis inhibitors (AID 488966) | hit rate 0.02% among 340,000 | inhibition, % at 100 µM, or IC50 in µM where a hit was titrated | E. coli UTI89 K1F phage lysis, alamar blue, 2 h; higher % means a stronger effect;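 active means phage lysis inhibition, versus mean bacterial control, above a set limit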;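 further: capsule biogenesis inhibitors block K1F phage lysis so surviving cells raise fluorescence; higher fluorescence means more inhibition of phage lysis; actives were called in the ten point dose series up to 300 µM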
Ins promoter up: MIN6 insulin promoter up-regulation | z-score at 5 µM | MIN6 insulin promoter-GFP reporter, high-content imaging; hits give high values | hit rate 0.3% among 190,000 | AID 1625;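 active means z-score above 3 at 5 µM with at least 500 cells counted in the well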
MT stabilizer: stabilizes microtubules in HeLa cells; HeLa tubulin immunostaining HCS, 24 h; share of cells brighter than vehicle mean+2SD; % tubulin-high responders, % at 10 µM; hit rate 0.83% among 200,000; AID 2205;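 active means plate Z-score above 3 for both tubulin-high and condensed-nucleus cell shares, with cell loss under 80%, at 10 µM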;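 further: anti alpha tubulin signal scored within the nucleus-defined area of each cell; some results filed as inactive read as strong as hits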
P. falciparum M1AAP: P. falciparum M1AAP inhibitors, biochemical, fluorogenic H-Leu-NHMec substrate, 1536-well (AID 1445); recombinant M1AAP, H-Leu-NHMec fluorogenic kinetic assay; higher % means a stronger effect; inhibition, % at 30 µM, or IC50 in µM where a hit was titrated; hit rate 0.42% among 220,000;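 active means primary inhibition above the hit cutoff, then over 50% inhibition at one or more dose response concentrations, cut at about 23% in these data, passing the limit was not always enough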;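 further: plate controls were DMSO full reaction for no effect and no enzyme background for full effect; strong numbers were not always called active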
Dynein cargo inh cytoplasmic EGFP: recorded beside Dynein cargo inh, whose call it bears; z-score; measured here: cytoplasmic GR-EGFP intensity; hits give high values
Dynein cargo inh nuclear GR-EGFP: further read-out of Dynein cargo inh, marked with its call; z-score; measured here: nuclear GR-EGFP intensity;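 lower value marks the stronger effect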
Dynein cargo inh cell count: further read-out of Dynein cargo inh, marked with its call; z-score; measured here: cell count per field
Ins promoter up cell count: further read-out of Ins promoter up, marked with its call; cell count; measured here: cytotoxicity, nuclei count;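 total cells summed across four imaged fields per well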
b-catenin transl cell count 5 µM: also measured in b-catenin transl; calls as there; cell count; measured here: cell count, cytotoxicity flag
MT stabilizer Hoechst-high %: second read-out of MT stabilizer, no call of its own (marks repeat the call); % Hoechst-high responders; measured here: nuclear condensation Hoechst responders;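 share of cells brighter than vehicle mean plus two SD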
MT stabilizer cytotoxicity %: recorded beside MT stabilizer, whose call it bears; toxicity, %; measured here: cytotoxicity by cell density;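 0% = mean cell density of plate MIN control wells and 100% = no cells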
Autophagy HCS cell loss 18 h: recorded beside Autophagy HCS, whose call it bears; toxicity, %; measured here: cell loss, nuclei count;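 cell loss after 18 h compound exposure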
Numbers without * were called inactive; i = inactive; · = no result given; + = active, no number; [ ] = another dose, or the depositor's remark.

molecule	M17LAP inhibition	Dynein cargo inh	Dynein cargo inh cytoplasmic EGFP	Dynein cargo inh nuclear GR-EGFP	Dynein cargo inh cell count	ER stress rescue	Autophagy HCS	Autophagy HCS cell loss 18 h	b-catenin transl	b-catenin transl cell count 5 µM	UTI89 phage lysis	Ins promoter up	Ins promoter up cell count	MT stabilizer	MT stabilizer Hoechst-high %	MT stabilizer cytotoxicity %	P. falciparum M1AAP
Cc1ncc(CN2CCN(C(C)C)C(CCO)C2)s1 (stereo unspecified)	-2%	-0.1	-0.054	0.53	-0.5	-1.7%	i	-11	0.4	1010	0.9%	0.48	1423	2.6	1.4	6.5	7%
CC(=O)Nc1ccc(S(=O)(=O)Oc2ccc(/C=N/N=C3/NC(=O)C(CC(=O)O)S3)cc2)cc1 (stereo unspecified)	27%	-0.015	-0.3	-0.043	0.52	-0.6%	i	-1	-0.8	1494	·	0.74	1288	3.2	1.0	8.3	11%
Cc1cc(-n2nc(C)cc2C)nc(NS(=O)(=O)c2ccccc2Cl)n1	16%	-0.31	-0.27	-0.18	2.1	2.3%	i	7	-5.2	1192	0.1%	0.75	897	4.1	3.5	10	6%
CCCCSc1nc2c(cnn2-c2ccc(Cl)cc2)c(=O)[nH]1	-6%	0.017	-0.17	0.049	-0.59	0.3%	i	-1	-0.7	1106	0.6%	-0.63	1756	1.5	1.8	2.8	0%
CC(=O)Nc1ccccc1OC(C)C(=O)N1CCC(C)CC1 (stereo unspecified)	0%	0.068	-0.35	0.29	-0.0093	-0.1%	i	1	-2.4	1114	0.1%	0.38	1361	9.9	2.3	7.1	2%
Cc1ccc(S(=O)(=O)N(c2cccc(C(F)(F)F)c2)C2C=CS(=O)(=O)C2)cc1 (stereo unspecified)	2%	-0.12	-0.19	0.6	0.0017	-1.5%	i	-10	1.0	1137	-0.1%	1.1	977	3.8	1.8	8.1	-2%
O=C1CSC(c2ccccn2)N1c1ccc(C(F)(F)F)cc1 (stereo unspecified)	7%	0.3	-0.21	0.57	0.13	·	·	·	-0.3	1279	0.6%	-0.94	1022	·	·	·	1%
CC1CC(C)(C)NC(=S)N1CCCC(=O)Nc1ccc(F)cc1 (stereo unspecified)	4%	-0.3	-0.3	0.19	0.17	-0.5%	i	-3	6.6	878	0.1%	0.22	1104	2.5	2.4	6.6	11%
CN1CCc2nc(SCC(=O)Nc3ccc(OC(F)(F)F)cc3)c(C#N)c(-c3cccs3)c2C1	26%	-0.81	1.4	-0.041	0.21	-4.8%	i	23	-2.5	950	-0.2%[50 µM]	0.35	931	2.0	1.6	12	9%
COCCCNC(=O)c1ccc2c(c1)OCO2	4%	0.028	-0.19	0.71	0.91	·	i	5	-0.2	1023	-0.1%	1.3	1361	2.1	2.1	11	5%
Cc1cc(C(=O)NNC(=S)NCc2ccco2)n(C)n1	-13%	-1.4	-0.23	-0.45	0.15	-0.8%	i	26	1.8	468	0.0%	·	·	4.0	2.4	6.8	-7%
COc1ccc(C(C(=O)NC(C)(C)C)N(Cc2ccco2)C(=O)CCC(=O)Nc2cc(C)on2)cc1 (stereo unspecified)	2%	-0.84	-0.19	-0.25	0.52	4.8%	i	4	-3.9	1135	-0.4%	-0.8	777	2.1	2.0	6.1	7%
CC(=O)/C(=C(/O)c1ccccc1)c1nc2ccccc2[nH]1	1%	-0.38	-0.26	0.4	-0.18	-1.3%	i	2	-3.2	1191	0.2%	-0.62	1414	2.2	1.3	2.1	8%
COC(=O)c1ccc(C23CC4(C2)[C@H](CN(Cc2ccc(C(F)(F)F)cc2)[C@@H]4c2ccccc2)C3c2ccccc2)cc1 (stereo partly specified)	-8%	0.8	-0.62	0.48	-0.92	·	·	·	-0.4	1043	0.9%	-0.15	646	·	·	·	-1%
CCOc1ccc(CSC(=N)N)cc1	-1%	-0.18	-0.23	-0.27	-0.019	-2.8%	i	-9	-2.2	943	1.4%	·	·	2.4	1.5	2.9	-4%
CC1(C)N=C(c2ccc(Cl)cc2Cl)C(=O)N1	4%	-0.73	-0.2	-0.011	0.33	-0.5%	i	18	0.7	821	3.6%	0.9	1424	4.0	2.1	6.8	1%
COC(=O)c1[nH]c2ccccc2c1NC(=O)CN1CCC(C(N)=O)(N2CCCCC2)CC1	-2%	0.35	-0.26	0.19	0.097	-2.1%	i	1	2.5	1024	2.5%	0.31	1824	3.3	2.1	6.3	7%
CCN(CC)C(=O)CSc1ncnc2c(-c3cccs3)nsc12	2%	-0.22	-0.19	-0.28	0.52	2.3%	i	0	0.4	1203	0.5%	0.07	1271	1.5	1.3	8.4	1%
Cn1nc(C(F)(F)F)c2cc(C(=O)N3CCOCC3)sc21	-2%	-1.1	-0.22	-0.0041	-0.33	-1.0%	i	7	0.8	890	0.4%	0.16	1545	4.2	1.9	5.7	-2%
CC(Nc1nc(N2CCCC2)nc2ccccc12)c1ccccc1 (stereo unspecified)	-6%	1.8	0.55	0.96	-3.7	-3.1%	+	-2.8*	·	·	0.9%	-0.61	1270	4.4	4.0	0.2	7%
COc1ccc(NC(=O)Cn2c(=O)sc3ccccc32)cc1	14%	0.2	-0.00018	0.32	-0.024	-2.0%	i	-3	-0.4	1170	0.2%	1.7	1298	1.3	1.1	8.1	2%
O=C(CSc1ccccc1)N1CCN(c2ccccc2)CC1	-6%	-0.64	0.18	0.052	-0.14	-0.4%	i	2	-2.3	1278	1.4%	1.2	1245	11	5.3	97	-6%
O=C(CNCCO)N1N=C(c2cccs2)CC1c1cccs1 (stereo unspecified)	4%	1.8	0.15	0.88	-2.2	-1.5%	i	4	-1.4	979	-0.8%	-0.07	1510	1.0	2.6	8.4	1%
O=C(NCCN1C(=O)S/C(=C\c2cccs2)C1=O)c1ccco1	7%	-0.73	-0.19	-0.37	0.76	2.6%	i	11	-2.4	1189	0.6%	-0.25	1210	1.8	1.6	2.1	5%
O=C1N(c2cccc(Cl)c2)C(c2ccc(Cl)cc2)N2CCCN12 (stereo unspecified)	3%	-0.21	-0.028	0.2	-0.44	-2.8%	i	12	3.0	1038	0.0%	-1.6	1210	3.1	3.6	5.7	3%
Cc1ccc2nc3sc(C(=O)Nc4c(C)[nH]c(=O)[nH]c4=O)c(N)c3cc2c1	4%	-0.41	0.68	-0.085	0.085	-1.2%	i	11	0.3	962	-0.1%[50 µM]	·	·	3.2	2.0	11	7%
CCn1c(COc2ccc(C)cc2)nnc1SCc1nc2ccccc2[nH]1	5%	1.1	-0.29	0.61	0.42	-1.3%	i	0	-0.2	1356	2.2%	0.71	1148	3.2	1.2	4.7	-5%
CCOC(=O)Cc1csc(NC(=O)CSc2nc3cccnc3n2CC)n1	11%	-0.52	-0.19	-0.25	0.65	-0.3%	i	2	-4.6	964	-0.9%	-0.15	1276	1.8	1.4	5.8	3%
COc1ccc(C(=O)NCc2nnc(SCC(=O)N3CCC(C)CC3)o2)cc1OC	0%	-0.61	-0.25	-0.21	0.26	0.0%	i	-34	·	·	-0.7%	-0.26	963	1.0	1.0	11	-2%
CCC(=O)c1cccc2c1N=CC1=C(CC(C)(C)CC1=O)N2	-4%	-1.5	-0.12	-0.51	0.15	-1.6%	i	-1	-0.9	1043	-0.3%	-0.29	1320	3.2	0.3	17	3%
CCOC(=O)N1CCN(C(=O)c2ccc(OCC)c(OCC)c2)CC1	4%	-0.86	-0.22	-0.39	0.47	-6.1%	i	4	-4.6	547	-0.3%	·	·	4.2	3.6	4.6	3%
Nc1nc(-c2ccc(F)cc2)cs1	-6%	-0.29	-0.32	-0.33	0.03	0.6%	i	-2	0.9	1480	0.4%	-0.16	1459	7.3	2.0	9.4	1%
CC(C)C(=O)N1CCC(c2nc(-c3ccc(S(=O)(=O)N4CCN(C)CC4)cc3)no2)CC1	26%	-0.63	-0.12	-0.34	-0.48	0.6%	i	-5	1.8	1440	-0.2%	0.56	1501	2.2	2.4	9.9	8%
N#CCCN(Cc1cccnc1)S(=O)(=O)c1ccc(S(=O)(=O)NC2CCCCC2)cc1	-1%	1.5	-0.053	1.3	-2	3.7%	i	12	-4.8	1040	0.3%	·	·	5.5	2.3	5.4	-3%
Cc1ccc(/C=N/NC(=O)c2ccccn2)o1	33%	0.8	-0.21	0.7	-1.2	-2.7%	i	-4	0.8	1198	1.6%[50 µM]	-0.36	1465	3.7	3.7	6.3	10%
COc1ccc(NC(=O)CCl)cn1	2%	1	-0.12	1.3	-1.9	·	·	·	0.7	1246	0.6%[50 µM]	0.76	876	·	·	·	7%
Cc1ccc(NC(=O)CN2CCC(C(=O)c3ccc(F)cc3)CC2)cc1	3%	-0.77	-0.25	-0.48	0.025	19%	i	0	-3.1	547	0.3%	·	·	1.9	1.8	6.4	4%
Cc1cnc(NC(=O)CSc2ccc(Cl)cc2)s1	-1%	-1.2	-0.27	-1.3	0.85	5.1%	i	2	0.2	1441	2.9%	0.09	1594	1.7	1.4	0.9	3%
